Screens from PubChem.
CRFR2-BP ag: agonists of human CRF-binding protein/CRF-R2 receptor complex; activation, % at 13.2 µM; HEK293 CRF-R2/CRF-BP, calcium dye fluorescence (FLIPR); percent of saturating CRF peptide response; AID 588473; hit rate 0.46% among 350,000;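 active = activation of at least 50%, plus an integration ratio under a set limit after plate pattern correction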;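 also: plate controls were neutral control wells without compound for no effect and CRF at EC100 for full effect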
FID counter: displaces DNA intercalator in HCV helicase counter-screen. hit rate 0.17% among 290,000. DNA fluorescent intercalator displacement, fluorescence. inhibition, % at 7.9 µM; in the data active = inhibition above about 37%;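 also: 0% = vehicle and 100% = reference compound; higher means more ethidium bromide displaced from hairpin DNA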
SUMO HTRF inh: inhibitors of human SUMOylation (UBC9); P63279; HTRF SUMOylation assay, SAE1/SAE2 + UBC9, in vitro; inhibition, % at 35 µM; hit rate 0.36% among 290,000; in the data active = inhibition above about 50%, passing the limit was not always enough; also: strong numbers were not always called active
Target sequence (P63279 whole entry, looked up): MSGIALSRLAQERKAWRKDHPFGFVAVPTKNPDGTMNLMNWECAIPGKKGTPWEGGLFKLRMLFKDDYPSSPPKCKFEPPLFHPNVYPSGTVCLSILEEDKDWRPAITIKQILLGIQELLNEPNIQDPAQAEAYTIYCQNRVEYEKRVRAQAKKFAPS
NS3 helicase inh: blocks Hepatitis C virus NS3 helicase unwinding; NS3 helicase DNA unwinding, Cy5 molecular beacon fluorescence; hit rate 0.56% among 290,000; inhibition, % at 10.9 µM;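 active = inhibition above the mean of all tested compounds plus 3 SD, set per campaign, cut at about 35% in these data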;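 also: 0% = DMSO wells and 100% = thioflavine S control wells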
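assay system = NS3 helicase fragment of HCV | buffer or medium = MOPS pH 6.5, MgCl2, DTT, Tween20, BSA | timing = 60 min unwinding reaction at 25 °C after ATP addition | signal = Cy5 beacon fluorescence read at start and 1 h | read-out basis = % inhibition of unwinding | control set = low DMSO, high thioflavine S at 110 µM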
MEKK2 WT-MEK5: raises or lowers MEK5 binding to wildtype human MEKK2 PB1 domain | Q9Y2U5 | bead flow cytometry, Alexa488-MEK5 binding to MEKK2 WT; actives lie on both sides | binding response (% of control), % at 10 µM | hit rate 1.1% among 290,000; in the data active = binding response below about 67% or above about 130%
MEKK2mut PB1 HTS: signal of MEK5 binding to mutant human MEKK2 PB1 domain. percent response, % at 10 µM. AID 1530. bead flow cytometry, Alexa488-MEK5 binding to MEKK2 mutant. hit rate 0.35% among 290,000; in the data active = percent response above about 24%, passing the limit was not always enough; also: inactives centre near 1; some results filed as inactive read as strong as hits
MEKK3 PB1 HTS: raises or lowers MEK5 binding to the human MEKK3 PB1 domain; Q99759; bead-based flow cytometry, Alexa488-MEK5 binding to MEKK3; actives lie on both sides; 0 = blocked by unlabeled MEK5, 100 = vehicle; binding response (% of control), % at 10 µM; hit rate 1.4% among 290,000; AID 1529;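 active = binding response more than 3 SD above or below the average of its plate-row segment, actives on both sides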;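 also: Alexa488 bead fluorescence after subtracting the streptavidin-only scavenger bead signal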
Target sequence (Q99759 whole entry, looked up, the tested form may be a part): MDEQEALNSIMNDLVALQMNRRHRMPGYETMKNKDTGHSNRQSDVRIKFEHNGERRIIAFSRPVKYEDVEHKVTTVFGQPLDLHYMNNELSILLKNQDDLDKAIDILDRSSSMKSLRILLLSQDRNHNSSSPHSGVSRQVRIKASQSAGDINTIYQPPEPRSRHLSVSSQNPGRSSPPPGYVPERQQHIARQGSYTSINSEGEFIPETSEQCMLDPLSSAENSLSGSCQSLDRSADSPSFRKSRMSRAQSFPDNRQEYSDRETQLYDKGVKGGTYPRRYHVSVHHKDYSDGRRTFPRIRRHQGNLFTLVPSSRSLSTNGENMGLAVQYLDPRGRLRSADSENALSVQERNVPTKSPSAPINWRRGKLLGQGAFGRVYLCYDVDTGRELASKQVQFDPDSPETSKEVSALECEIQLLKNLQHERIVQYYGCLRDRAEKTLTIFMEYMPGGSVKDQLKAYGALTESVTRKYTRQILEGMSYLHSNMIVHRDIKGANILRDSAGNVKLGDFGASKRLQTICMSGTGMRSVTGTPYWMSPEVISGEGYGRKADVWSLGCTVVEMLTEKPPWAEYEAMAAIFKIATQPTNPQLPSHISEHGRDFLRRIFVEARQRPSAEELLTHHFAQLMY
GalR3 antagonist: human GalR3 antagonism; O60755; HEK293 GalR3-CNG cAMP membrane potential fluorescence; galR3 body fused to GalR1 C-terminus; inhibition, % at 3 µM; hit rate 0.44% among 360,000; AID 651719;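 active = inhibition above the screen-wide average plus 3 SD, cut at about 13% in these data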;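 also: forskolin and galanin both at EC90 stimulate the cells; cAMP rise reported by CNG channel membrane potential dye signal; 0% = forskolin plus galanin with DMSO and 100% = forskolin alone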
CRFR2-BP antag: antagonists of CRF-binding protein/CRF-R2 receptor complex. HEK293 CRF-R2/CRF-BP, CRF-induced calcium fluorescence. hit rate 0.59% among 350,000. AID 588475. inhibition, % at 11.8 µM;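 active = inhibition of the ligand-induced calcium signal above about 50% at the single tested concentration, limit read from the data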
Active calls of the source: *; · = not tested or not shown.

molecule	CRFR2-BP ag	FID counter	SUMO HTRF inh	NS3 helicase inh	MEKK2 WT-MEK5	MEKK2mut PB1 HTS	MEKK3 PB1 HTS	GalR3 antagonist	CRFR2-BP antag
COCCn1c(SCc2ccc(C(=O)OC)o2)nnc1-c1c[nH]c2ccccc12	0.2	-23	16	7	101	5	103	·	-14
O=S(=O)(c1cccs1)N1CN(Cc2ccccc2)c2nc3ccccc3nc21	4.8	-5	10	-2	88	-6	90	-6	-12
Cc1cccc(C(=O)OCC(=O)N(C)c2ccccc2)c1C	-0.4	-35	8	2	99	1	99	-9	-7
O=C(c1cc2nc(-c3ccco3)cc(C(F)(F)F)n2n1)N1CCCc2ccccc21	1.3	-4	30	7	102	2	102	-3	32
Cc1cccc(N=C2NC(=O)/C(=C/c3cccnc3)S2)c1C	1.7	-27	9	3	98	4	99	-2	-1
C=CCn1c(C)cc(C(=O)CN2NS(=O)(=O)c3ccccc3C2=O)c1C	-1.2	-12	-4	2	80	-13	91	-5	-8
COc1ccc(C(=O)N2CCCC2)cc1S(=O)(=O)N1CCC(C)CC1	-1.9	-18	11	6	89	-10	96	3	-1
Clc1ccccc1OCCCCN1CCCCC1	-1.5	8	-7	3	112	3	102	-3	3
COc1ccc(CNCC2COc3ccccc3O2)cc1 (stereo not drawn)	-1.6	0	10	5	95	-17	93	-11	-15
COC(=O)c1cc(S(=O)(=O)N2CCN(c3ccc([N+](=O)[O-])cc3)CC2)c[nH]1	0.1	24	-4	-1	100	-7	102	-1	-2
O=C(c1cc2ccccc2oc1=O)N(Cc1ccccc1)CC1CCCO1 (stereo not drawn)	-2.1	-20	10	-6	101	-3	100	2	14
Cc1ccc(-n2nnnc2SCC(=O)N2CCN(C(=O)c3ccco3)CC2)c(C)c1	2.0	-22	8	-1	103	-1	100	-2	2
COc1ccc(C(O)c2coc3ccc(O)c(CN(C)C)c23)cc1 (stereo not drawn)	0.0	8	5	-6	115	7	104	-7	-1
O=C(NCc1ccc(F)cc1)C1CCC(=O)N1C1CCCCC1 (stereo not drawn)	-1.0	0	10	13	102	6	104	-2	-4
CC(C)Cc1nnc(NC(=O)CCC(=O)N2CCN(C3CCCC3)CC2)s1	0.8	-19	8	-3	96	-1	96	-9	15
C/C=C(/C)C(=O)Nc1cccc(C2=NOC3(C2)C[C@@H](C(N)=O)N(C(=O)C2(C)CC2)C3)c1 (stereo partly drawn)	0.1	·	4	·	99	-3	100	-2	2
COc1cc(OC)cc(C(=O)N2CCC(C(=O)Nc3ccc4c(c3)OCCO4)CC2)c1	-2.3	-29	6	5	105	1	146*	-1	-31
COc1ccccc1C(=O)Nc1ccc(S(=O)(=O)N2CCCC2)cc1	0.0	-15	3	1	100	-5	99	2	-8
C=CCc1cccc(/C=N/NC(=O)CCC(=O)Nc2ccc(F)cc2)c1O	-0.1	-5	18	-18	96	-2	97	-4	32
O=C(NNC(=O)c1cccc([N+](=O)[O-])c1)c1ccncc1	-0.3	5	12	15	107	-7	109	-6	-12
COc1cc(S(=O)(=O)N2CCOCC2)ccc1F	0.4	6	0	1	100	1	96	-3	-10
O=C(N/N=C\c1ccccc1)c1sccc1-n1cccc1	1.1	-5	28	-2	123	12	115	0	-13
COCCSc1nnc(NC(=O)c2cc(OC)c(OC)cc2[N+](=O)[O-])s1	-2.1	-4	-4	-2	103	2	100	-6	4
CC(=O)c1ccc(OCC(O)CN2CCN(S(=O)(=O)c3c(C)cc(C)cc3C)CC2)cc1 (stereo not drawn)	-0.1	-22	2	-17	103	2	100	5	0
COC(=O)c1cc(O)cc(OC)c1C(=O)c1c(O)cc(C)cc1O	1.5	·	1	·	112	10	111	-7	-7
CCS(=O)(=O)Nc1cccc(C2=NN(S(=O)(=O)CC)C(c3ccccc3)C2)c1 (stereo not drawn)	-0.3	-22	-12	4	142*	355*	92	-7	-5
O=S(=O)(NCC1CCCO1)c1ccc(-c2ccc(S(=O)(=O)NCC3CCCO3)cc2)cc1 (stereo not drawn)	0.9	-18	-3	-6	77	-13	92	97*	2
Cc1ccc(S(=O)(=O)N2CCC(c3nnc(SCCN4CCCC4)n3C)CC2)cc1	-0.1	0	-6	0	99	-5	100	-8	8
COc1ccccc1CCc1nnc(CCC(=O)NCC2CCCO2)o1 (stereo not drawn)	-1.4	-11	14	13	102	1	102	2	2
CCNc1ccc(C(=O)OC(C(=O)NC(N)=O)C(C)C)cc1[N+](=O)[O-] (stereo not drawn)	4.3	1	7	-2	93	-2	99	3	4
C[C@@H]1CN=C2N(CCNC(=O)CCC3CCCCC3)[C@H](Cc3ccc(O)cc3)CN21	-1.0	11	74	-9	129	21	108	-6	-1
CC(C)c1ccc(N(CC(=O)O)S(=O)(=O)c2cccnc2)cc1	1.0	-3	10	-2	97	2	100	1	-6
O=C(NC1CCN(Cc2ccccc2)CC1)c1cncc(Br)c1	6.5	13	-18	8	102	-2	108	-8	0
Cc1c(C(=O)OCCOC(C)C)[nH]c2c1C(=O)CC(C)(C)C2	0.0	-22	0	8	98	2	99	-2	-3
COc1cc(NC(=S)N2CCCC(CO)C2)cc(OC)c1 (stereo not drawn)	-2.9	-1	13	-15	100	-4	99	11	14
Cc1ccc(NS(=O)(=O)c2ccc3c(c2)NC(=O)CCS3)c(C)c1	1.0	-33	9	-3	100	0	100	-6	3
CC1(C)C(=O)Nc2ccccc2N1C(=O)CSc1nnc2ccccn12	0.4	-2	-1	-6	99	-1	98	-6	4
COc1ccc(N2CCN(C(=O)c3ccc4c(c3)NC(=O)C(CSCc3c(F)cccc3Cl)N4)CC2)cc1 (stereo not drawn)	·	-26	15	8	94	-1	97	·	·
O=C(CCSCc1cccc(F)c1)NCCc1ccccc1	-0.4	-17	-14	-7	98	-1	104	-9	-7
CC(C)(C)N1C(=O)[C@H]2[C@@H](c3ccc(Br)cc3)N3C(=O)N(c4ccc(Br)cc4)C(=O)[C@@]3(Cc3ccccc3)[C@H]2C1=O	1.7	-19	-25	-18	89	-1	104	·	-15
CC(=O)N1c2ccc(C)cc2C(c2ccccc2)CC1C (stereo not drawn)	-0.5	-32	6	8	108	2	104	-12	12
COc1ccc(NC(=O)CCN2C(=O)c3ccc([N+](=O)[O-])cc3C2=O)c(OC)c1	-1.3	1	-15	3	103	-1	99	0	19
Nc1nc(Cn2nnc(-c3ccccc3F)n2)nc(N2CCOCC2)n1	-2.7	-15	-2	10	117	12	108	-4	31
O=C(NCC1CCC(C(=O)O)CC1)OCc1ccccc1 (stereo not drawn)	-2.0	-7	1	10	·	·	·	-2	27
CCN(CC(=O)Nc1c(F)cccc1F)C(=O)c1n[nH]c2ccccc12	0.6	-6	7	9	104	6	101	4	2
COc1ccc(NC(=O)CN2CCN(c3nc(-c4ccc(F)cc4)cs3)CC2)c(OC)c1	-1.9	7	-5	15	94	-7	102	-2	-6
Cc1cc(C(=O)COc2cccnc2[N+](=O)[O-])c(C)n1-c1ccccc1F	-0.7	-3	17	-4	102	-2	111	5	5
O=C(COC(=O)c1ccccc1C(=O)c1ccc(Cl)c([N+](=O)[O-])c1)NC1CC1	-5.9	0	3	0	98	-7	94	-7	52*
CCOC(=O)c1c(N)sc(-c2ccccc2)c1C	-1.3	-5	-1	3	91	1	108	-8	23
CCc1cc2c(CN3CCN(Cc4ccccc4)CC3)cc(=O)oc2cc1O	0.7	7	10	-14	110	9	108	-3	-6

Later entries:
molecule	CRFR2-BP ag	FID counter	SUMO HTRF inh	NS3 helicase inh	MEKK2 WT-MEK5	MEKK2mut PB1 HTS	MEKK3 PB1 HTS	GalR3 antagonist	CRFR2-BP antag
COc1cc(C(=O)N/N=C/c2ccccn2)cc(OC)c1OC	0.7	0	25	1	97	-5	95	5	-10
COC(=O)c1ccccc1NCCO	-0.5	-1	28	-7	81	14	88	-9	3
CC(=O)Nc1ccc(-c2csc(NNC(=O)c3ccc(C)cc3)n2)cc1	-1.0	-9	5	3	93	-6	101	-1	-13
Cc1ccc(S(=O)(=O)CCNC(=O)Cc2ccc(Cl)cc2)cc1	0.4	-8	0	-2	101	1	100	-8	-14
O=C(COC(=O)c1ccc2c(c1)OCCO2)Nc1cc(Cl)ccc1Cl	2.9	-3	2	12	103	3	106	-5	-7
Cc1ccc(C(=O)Cn2cc([N+](=O)[O-])nc2C)cc1	1.9	-1	18	-6	101	-1	103	-5	8
Cc1cc(C)cc(N(CC(=O)Nc2ccc(Br)cc2)S(=O)(=O)c2c(C)[nH]c(=O)[nH]c2=O)c1	-1.2	-33	-12	-2	99	-2	99	-9	-1
NCc1cccc(-n2cccn2)c1	0.3	0	12	2	112	6	105	-1	-2
O=C1CN(C(=O)c2ccc(Br)o2)C(c2ccccc2)c2cc(Br)ccc2N1 (stereo not drawn)	2.9	-30	0	11	·	·	·	-1	-19
COc1ccccc1NCC(O)COc1ccc(C(C)(C)C)cc1 (stereo not drawn)	0.4	-9	-43	-9	107	3	108	1	-11
CCn1c(SCC(=O)NC2CC2)nnc1-c1cccc(OC)c1	-1.8	-4	-6	-1	105	2	103	0	5
CCOc1c2ccc(C(=O)NCCCCc3ccccc3)cc2nn1CC	-2.0	-18	29	-6	108	8	106	-3	2
CN1CCN(NC(=O)c2cn(-c3ccccc3)nc2-c2cccc(Br)c2)CC1	0.2	24	4	-46	111	3	84	-9	-24
C=CCS/C(=N\n1cnc2ccccc2c1=O)N(CC)CC	0.2	-7	18	3	103	2	104	-1	1
O=C(N/N=C/c1ccc(N2CCOCC2)cc1)c1ccc(O)cc1	-0.6	-3	16	-9	89	-4	94	-1	-2
CCOC(=O)N1CCN(C(=O)c2ccc3c(c2)N(Cc2ccc(C)cc2)CCS3)CC1	-1.6	-11	32	-2	94	-3	96	-2	39
COC(=O)CC1(C(=O)OC)Oc2ccc(Br)cc2C(=O)N1c1cc(Cl)c(Cl)cc1Cl (stereo not drawn)	2.4	-5	-19	-11	95	-10	92	-2	-6
Oc1cccc2c(NC(=S)Nc3ccc(OC(F)F)cc3)cccc12	1.9	12	92	-5	103	0	103	-6	-69
CCOC(=O)NC(=O)/C(N=Nc1ccc(C(F)(F)F)cc1)=C(\C)O	-8.4	-3	-6	4	95	0	97	-6	-53
CC(=O)N1CCCc2cc(S(=O)(=O)NCc3ccc(C)cc3)ccc21	-0.8	-21	-4	-6	105	3	101	-5	5
COc1cc(-c2nnn(Cc3ccccc3C)n2)cc(OC)c1OC	1.5	-40	-4	-8	104	0	105	-8	-8
Cc1noc(C(=O)Nc2ccccc2C(F)(F)F)c1Cl	-1.0	2	11	-3	102	1	97	-6	-6

Pulled by structure from the list above, two records:
molecule	CRFR2-BP ag	FID counter	SUMO HTRF inh	NS3 helicase inh	MEKK2 WT-MEK5	MEKK2mut PB1 HTS	MEKK3 PB1 HTS	GalR3 antagonist	CRFR2-BP antag
O=C1CN(C(=O)c2ccc(Br)o2)C(c2ccccc2)c2cc(Br)ccc2N1 (stereo not drawn)	2.9	-30	0	11	·	·	·	-1	-19
Cc1ccc(NS(=O)(=O)c2ccc3c(c2)NC(=O)CCS3)c(C)c1	1.0	-33	9	-3	100	0	100	-6	3

This is a subset. The share of hits here may be higher or lower than overall.
